TAAR1 ag = human TAAR1 agonism; Q96RJ0; CHO RD-HGA16 TAAR1, Fluo-8 calcium fluorescence; vehicle wells 0%, saturating PEA agonist 100%; activation, % at 3 µM; 360,000 compounds, 0.99% hits;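 active = activation above the mean activation of all test compounds in the run plus 3 SD, cut at about 38% in these data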
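test system = CHO RD-HGA16 cells carrying human TAAR1 plus Gα16 | schedule = 17-24 h seeding, 75 min 37 °C dye, 30 min RT | compound dosing = 3 µM single concentration | control set = DMSO and PEA EC100 | replicates = n 1 | signal = Fluo-8 fluorescence, 5 s baseline then 140 s kinetic read | measure = percent activation vs PEA EC100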
M5 antag = CHRM5 antagonism in calcium assay | P08912 | CHO-hM5 cells, Fluo-8 calcium fluorescence, ACh EC80 | inhibition, % at 3 µM | 360,000 compounds, 0.59% hits | AID 624040;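 active = inhibition above a per-plate cutoff, the mean of that plate's test compounds plus 3 SD, cut at about 27% in these data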;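 note: 0% = acetylcholine EC80 with DMSO and 100% = DMSO without agonist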
Target sequence (P08912 whole entry, looked up): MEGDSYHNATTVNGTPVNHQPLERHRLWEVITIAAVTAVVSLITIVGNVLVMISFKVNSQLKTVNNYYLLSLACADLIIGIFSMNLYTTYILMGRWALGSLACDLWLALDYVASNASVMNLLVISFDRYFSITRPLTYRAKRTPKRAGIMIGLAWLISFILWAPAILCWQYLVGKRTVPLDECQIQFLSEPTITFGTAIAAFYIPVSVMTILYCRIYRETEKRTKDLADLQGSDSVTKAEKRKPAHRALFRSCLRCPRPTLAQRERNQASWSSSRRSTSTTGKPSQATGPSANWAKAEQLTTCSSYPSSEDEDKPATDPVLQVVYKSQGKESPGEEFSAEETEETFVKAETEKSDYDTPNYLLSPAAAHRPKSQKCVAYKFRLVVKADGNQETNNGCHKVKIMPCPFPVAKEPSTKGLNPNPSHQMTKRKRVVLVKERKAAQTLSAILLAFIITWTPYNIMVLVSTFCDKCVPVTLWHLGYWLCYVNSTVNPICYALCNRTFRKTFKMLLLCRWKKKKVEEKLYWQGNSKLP
CHRM5 PAM = potentiates acetylcholine response at human M5 receptor. activation, % at 3 µM. P08912. 360,000 compounds, 0.3% hits. CHO-K1 hM5, Fluo-8 calcium, ACh EC20 PAM; 0% = ACh EC20, 100% = ACh EC100. AID 624038;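 active = activation above the run cutoff, the mean activation of all test compounds plus 3 SD, cut at about 18% in these data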
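System – CHO-K1 hM5 cells · Compound – 3 µM, single dose · Incubation – compound preincubation 140 s before EC20 acetylcholine addition · Technique – Fluo-8 calcium fluorescence · Measure – Max/basal fluorescence ratio as % of EC20–EC100 ACh window · Benchmarks – low control EC20 acetylcholine (0%), high control EC100 acetylcholine (100%) · Replication – singlicate, one well per test compound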
CRFBP-R2 agonist = agonists of human CRF-binding protein/CRF-R2 receptor complex. HEK293 CRF-R2/CRF-BP, calcium dye fluorescence (FLIPR); percent of saturating CRF peptide response. activation, % at 13.2 µM. 350,000 compounds, 0.46% hits. AID 588473;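 active = activation of at least 50%, plus an integration ratio under a set limit after plate pattern correction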;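 note: plate controls were neutral control wells without compound for no effect and CRF at EC100 for full effect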
CHO-K1 Ca PAM = M1 PAM counterscreen hit in parental CHO-K1 cells; ATP EC20, Fluo-8 calcium fluorescence; 0% at ATP EC20, 100% at ATP max; activation, % at 3 µM; 360,000 compounds, 0.02% hits; AID 602247;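 active = activation above the run cutoff, the mean activation of all test compounds plus 3 SD, cut at about 40% in these data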;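 note: peak over basal fluorescence ratio in a 140 s read after ATP addition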
CRFR2-BP antag = CRF-BP/CRF-R2 complex antagonism; 350,000 compounds, 0.59% hits; HEK293 CRF-R2/CRF-BP, CRF-induced calcium fluorescence; inhibition, % at 11.8 µM;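 active = inhibition of the ligand-induced calcium signal above about 50% at the single tested concentration, limit read from the data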
M4 PAM = positive allosteric modulators of human muscarinic M4 receptor. CHO-K1 hM4/Gqi5, Fluo-8 calcium fluorescence, ACh EC20; 0% = ACh EC20, 100% = maximal ACh. 360,000 compounds, 0.4% hits. AID 624126. activation, % at 3 µM. P08173;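 active = activation above its plate's cutoff, the mean activation of sample wells plus 3 SD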; note: some results filed as inactive read as strong as hits
Target sequence (P08173 whole entry, looked up): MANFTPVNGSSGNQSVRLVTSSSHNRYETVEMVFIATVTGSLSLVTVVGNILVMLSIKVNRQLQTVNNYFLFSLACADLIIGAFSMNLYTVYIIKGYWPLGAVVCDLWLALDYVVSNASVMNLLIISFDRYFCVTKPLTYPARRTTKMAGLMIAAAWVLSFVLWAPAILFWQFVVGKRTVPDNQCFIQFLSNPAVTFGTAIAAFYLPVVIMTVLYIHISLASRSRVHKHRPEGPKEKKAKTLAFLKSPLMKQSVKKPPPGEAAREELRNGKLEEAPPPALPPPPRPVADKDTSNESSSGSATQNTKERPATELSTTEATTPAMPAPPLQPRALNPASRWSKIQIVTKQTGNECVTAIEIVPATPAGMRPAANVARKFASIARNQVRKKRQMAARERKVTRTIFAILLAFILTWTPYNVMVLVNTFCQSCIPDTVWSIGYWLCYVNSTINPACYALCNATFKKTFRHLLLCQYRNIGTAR
TAAR1 antag = antagonists of human TAAR1 | CHO RD-HGA16 TAAR1, Fluo-8 calcium fluorescence, antagonist | Q96RJ0 | 360,000 compounds, 1.5% hits | AID 624466 | inhibition, % at 3 µM;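 active = inhibition above a per-plate cutoff, the mean inhibition of test compounds on that plate plus 3 SD, cut at about 49% in these data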;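 note: 0% = DMSO plus EC80 beta-PEA response and 100% = DMSO alone without agonist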
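Material: RD-HGA16 CHO cells with stable hTAAR1 and Gα16; Dosing: single nominal final test compound concentration of 3 µM; Schedule: seeding 17-24 h prior, 75-min 37 °C, 30-min RT dye loading; Detection: kinetic Fluo-8 calcium fluorescence measurement; Measure: % inhibition from peak post-agonist over basal fluorescence ratio; Benchmarks: vehicle and agonist controls.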
CHRM5 agonist = CHRM5 agonism in calcium assay; AID 624037; activation, % at 3 µM; P08912; CHO-K1 hM5 cells, Fluo-8 calcium fluorescence; 0% DMSO wells, 100% maximal acetylcholine response; 360,000 compounds, 0.19% hits;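 active = activation above the run's mean over test compounds plus 3 SD, cut at about 23% in these data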;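 note: signal is peak over basal fluorescence ratio across the kinetic read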
Numbers without * were called inactive; x = not tested or not shown.

SMILES	TAAR1 ag	M5 antag	CHRM5 PAM	CRFBP-R2 agonist	CHO-K1 Ca PAM	CRFR2-BP antag	M4 PAM	TAAR1 antag	CHRM5 agonist
CC(OC(=O)c1ccc2ncsc2c1)C(=O)NC1CCCCC1C (centres undefined)	0	-3	-2	-0.6	0	5	4	0	0
Cc1ccc(-c2nc(CSCC(=O)N3CCOCC3)c(C)o2)cc1	5	-1	-4	-1.1	14	-5	0	-6	1
COC(=O)c1ccc(S(=O)(=O)c2ccc(Cl)cc2)c(N)c1	29	6	-12	4.0	-8	-7	-6	3	8
CC(C)CN1C(=O)c2ccc(C(=O)Nc3nccs3)cc2C1=O	16	-1	-2	0.5	-7	-13	0	40	1
COc1cc2nc(=S)n3[nH]c(COc4ccccc4C)nc3c2cc1OC	1	5	-6	-3.6	17	9	0	-7	0
CCOC(=O)CN1C(=O)S/C(=C/c2ccc3c(c2)n(C)c(=O)n3C)C1=O	1	-3	2	-2.3	8	27	3	-4	2
CCC(C)N1C(=O)S/C(=C/c2ccc(Sc3nc4ccccc4[nH]3)o2)C1=O (centres undefined)	5	16	-16	0.2	-6	-16	-6	13	6
C=CCNC(=O)N1c2ccccc2Sc2ccccc21	-1	3	2	-0.4	18	1	-4	-3	-10
C=C(Br)Cn1c(CC)nc2ccccc21	2	7	-7	-0.3	12	-13	-5	0	-7
CC(CC(=O)NC1CCCCC1)S(=O)(=O)c1ccc2c(c1)NC(=O)CO2 (centres undefined)	0	-6	5	-2.0	12	-12	8	-22	-1
CCNC(=O)COc1ncnc2scc(-c3ccc(F)cc3)c12	7	5	0	-0.5	10	13	5	-12	2
N#C/C(=C\c1c(N2CCC(C(N)=O)CC2)nc2ccccn2c1=O)C(=O)NC1CCCCC1	3	9	-3	-0.6	12	-5	0	-19	-3
O=C(Nc1ccc(S(=O)(=O)N2CCCC2)cc1)c1ccc([N+](=O)[O-])cc1	11	12	-4	0.1	12	3	-6	3	1
Cc1c(NC(=O)/C(C#N)=C/c2ccccc2)c(=O)n(-c2ccccc2)n1C	2	3	2	-1.8	-10	-9	2	3	-2
Cc1cccc(-n2cnc3c(sc4nc(N5CCOCC5)c5c(c43)CCCC5)c2=O)c1	-1	7	-2	6.2	7	7	-8	-1	0
COc1ccc(C(C2C(=O)CC(C)(C)CC2=O)C2C(=O)CC(C)(C)CC2=O)cc1CO	5	-4	2	-1.5	-13	14	-5	15	-1
O=C1c2cccc(OCC(=O)N3CCCc4ccccc43)c2CCN1Cc1ccc(F)cc1	17	25	-12	6.4	9	-44	-13	56*	2
COc1ccc(-c2csc(NC(=O)CSc3nnnn3C)n2)cc1OC	4	-3	7	-0.5	-5	-5	2	5	6
Cc1ccsc1/C=N/NC(=O)c1ccc([N+](=O)[O-])cc1	2	9	0	0.0	-8	-4	-3	-4	-1
CC(C)COc1ccc(C(=O)NC(CC(C)C)C(=O)O)cc1 (centres undefined)	2	3	1	-1.2	2	12	6	-5	0
O=C(c1cccs1)N(Cc1ccc(F)cc1)C1CCS(=O)(=O)C1 (centres undefined)	2	-6	-1	1.8	1	1	11	-25	-2
O=C(CCCn1c(=O)[nH]c2cc(Cl)ccc2c1=O)NC1CCCCCC1	6	16	2	-0.7	-3	-34	-3	-9	-5
COc1ccc(C2CC(c3ccccc3)=NN2S(=O)(=O)c2ccccc2)c(OC)c1 (centres undefined)	12	7	-7	-1.5	8	0	2	-7	1
COc1cc(NC(=O)c2cccs2)ccc1NC(=O)c1ccco1	7	-6	1	-1.2	10	-13	-7	-2	7
C=CC[C@@H](CC(=O)OC(C)(C)C)C(=O)OC[C@@H]1CCCN1C(=O)[C@@H](CC=C)CC(=O)N[C@H](CO)Cc1ccccc1	11	14	-1	1.9	-15	1	8	12	-1
CCc1cccc(C)c1NC(=O)CN1CCN(S(=O)(=O)c2ccc(C(C)(C)C)cc2)CC1	8	12	-5	2.1	4	8	-1	8	1
CCOC(=O)c1ccc(NC(=O)CCC(=O)OC)cc1	6	11	-1	2.0	4	35	-2	-8	-4
CC(C)Nc1nnc(Sc2ccc(Cl)cc2[N+](=O)[O-])s1	10	1	-8	-2.6	14	-98	8	-16	-5
O=C(NCCCN1CCCC1=O)C1CCN(S(=O)(=O)c2cccc(Cl)c2Cl)CC1	12	-3	8	0.8	-17	-7	13	-13	2
Cc1ccccc1Nc1nc(N)nc(CSc2nc3ccccc3c(=O)n2CCCO)n1	9	11	-5	-6.3	19	8	3	40	2
O=C(CSc1nnc(C2CC2)n1Cc1ccccc1)c1ccc(S(=O)(=O)N2CCOCC2)cc1	11	-1	-2	0.5	15	-6	-3	3	-7
CCCc1nc2oc3c(NCCN(C)C)ncnc3c2c2c1CCCC2	1	0	0	-1.6	9	14	1	6	-2
CCc1ccc(NC(=O)N(CCN2CCOCC2)Cc2ccc3c(c2)CCCN3CC)cc1	11	-6	-1	-2.7	4	3	0	11	-1
CCOc1ccccc1NC(=O)c1ccccc1-c1nc(-c2ccccc2OC)no1	11	17	-12	0.1	9	-6	-12	66*	-2
COc1ccc(CNC(=O)CS(=O)(=O)Cc2nc(-c3cccc(OC)c3)oc2C)cc1	6	19	-9	1.0	-12	6	-2	-8	-2
CCOC(=O)C1=C(COC(=O)c2cc(S(=O)(=O)N(C)C)ccc2C)NC(=O)NC1C (centres undefined)	2	11	3	-0.7	-23	0	4	3	2
CCOc1ccc(NC(=O)CN(C)C(=O)c2cn(-c3ccccc3)nc2-c2cccs2)cc1OCC	9	8	-3	-0.5	-10	9	-13	40	0
S=C(c1ccc(-c2ccccc2)cc1)N1CCOCC1	3	6	0	-0.1	4	0	2	19	-1
Cc1cccc(C(=O)Nc2ccnc(-c3cccnc3)n2)c1	18	-3	3	0.0	-18	-19	-7	14	9
COc1cc(O)c(C(CCN2CCOCC2)c2ccc3c(c2)OCO3)c(OC)c1 (centres undefined)	7	0	9	5.1	0	18	7	3	-2
CC(OC(=O)c1c[nH]c2ccccc12)C(=O)N1CCCC1 (centres undefined)	1	7	5	-1.9	7	-2	2	13	1
COc1cc(/C=C(\C#N)c2nc3ccccc3[nH]2)cc(Br)c1OCc1ccc(F)cc1	9	4	-1	-0.9	17	-10	2	45	-5
CCOc1ccc(OCC)c(NC(=O)CN(C)S(=O)(=O)c2cnc[nH]2)c1	2	-1	1	-0.7	18	11	3	3	-2
CCNC(=S)Nc1ccc(Cl)cc1	3	-10	-1	-1.3	3	1	-5	-8	-1
Nc1c(-c2ccccc2)c(CN2CCOCC2)nn1-c1ccc(F)cc1	0	8	-2	1.2	15	-6	-2	-6	-1
CSCC[C@H](NC(=O)NCCC1=CCCCC1)C(=O)O	15	-1	2	-3.2	3	14	8	-19	-3
Cc1nc2c3ccccc3[nH]c(=O)n2n1	5	3	-2	-0.7	-5	6	6	-3	1
O=C(Nc1ccc2ccccc2c1)c1ccccc1[N+](=O)[O-]	-1	8	-5	-1.4	5	17	6	5	-2
COC(=O)c1c(C(=O)OC)c(C)n(Cc2cccnc2)c1C	13	-1	8	-1.1	27	1	-2	-2	-3
O=c1c2ccccc2nc2n1C(CSCc1ccc(Cl)cc1)CS2 (centres undefined)	13	12	-6	-4.4	13	4	4	-2	-2
COc1ccc(F)cc1-c1cc(NC=O)c2ncc(-c3cccc(C(=O)N(C)C)c3)n2c1	5	1	-5	x	-6	x	-1	4	0
CC(=O)CCc1ccccc1	0	7	0	-0.4	-9	-3	-1	-9	0
O=S(=O)(c1ccc2c(c1)nc(COc1ccc(Cl)cc1)n2CC1CCCO1)N1CCOCC1 (centres undefined)	28	5	-2	0.1	18	-10	4	9	6
O=C(Cn1cnc2c(cnn2-c2ccccc2)c1=O)N1CCCc2ccccc21	6	-5	-12	-0.6	4	-13	-4	15	-7
Clc1ccc2nnc(Cl)n2n1	6	0	4	-1.3	13	11	19*	1	-2
Cc1ccc(/C=N/NS(=O)(=O)c2ccc([N+](=O)[O-])cc2)o1	1	-6	11	-2.2	-11	8	14	-23	0
Cc1ccc(C)c(OCc2cc(C(=O)N3CCN(c4cnccn4)CC3)no2)c1	4	15	-8	-1.0	10	-10	-8	24	0
COc1ccc(NCC(=O)Nc2ccc(Br)cc2F)c(OC)c1	-1	7	-1	-0.9	20	-6	0	-18	2
Cc1cccc(C)c1N1C(=O)c2ccccc2NC(=O)C1C(=O)NCCc1ccccc1F (centres undefined)	6	1	-4	x	x	x	15	-35	4
NC(=O)c1c(NC(=O)c2ccc(N3C(=O)CCC3=O)cc2)sc2c1CCCC2	17	3	-7	-3.1	8	-8	3	2	0

Some of these compounds in order of the CHRM5 agonist value, low to high:
Structure | M5 antag | CHRM5 PAM | CRFBP-R2 agonist | CRFR2-BP antag | M4 PAM | CHRM5 agonist
O=C(Cn1cnc2c(cnn2-c2ccccc2)c1=O)N1CCCc2ccccc21 | -5 | -12 | -0.6 | -13 | -4 | -7
Clc1ccc2nnc(Cl)n2n1 | 0 | 4 | -1.3 | 11 | 19* | -2
CC(=O)CCc1ccccc1 | 7 | 0 | -0.4 | -3 | -1 | 0
O=S(=O)(c1ccc2c(c1)nc(COc1ccc(Cl)cc1)n2CC1CCCO1)N1CCOCC1 (centres undefined) | 5 | -2 | 0.1 | -10 | 4 | 6

Carrying on.
SMILES	TAAR1 ag	M5 antag	CHRM5 PAM	CRFBP-R2 agonist	CHO-K1 Ca PAM	CRFR2-BP antag	M4 PAM	TAAR1 antag	CHRM5 agonist
CC(C)C[C@H](NC(=O)c1nc[nH]c1C(=O)NCc1ccccc1)C(=O)OCc1ccccc1	5	13	-9	3.0	9	0	3	-2	-6
COc1ccc(-c2csc(N(CCCN(C)C)C(=O)c3cc(OC)c(OC)c(OC)c3)n2)cc1	3	-6	-5	-0.6	9	-11	2	11	-6
O=C1C(C=NCc2ccccn2)=C(O)c2ccccc21	5	9	-4	-0.1	12	-5	-4	-13	3
Cn1c(SCC(=O)N/N=C/c2ccco2)nc2ccccc21	2	16	-8	-2.1	0	-5	0	-24	-3
Cc1cc2cc(CNC(=O)c3ccco3)ccc2n1C	2	1	-1	12	4	-3	-4	2	1
Cc1ccsc1/C=N/Nc1ncnc2nc[nH]c12	11	6	2	0.9	-2	23	-7	-5	-3
O=C(c1cccc(Oc2ccc([N+](=O)[O-])cc2Cl)c1)N1CCOCC1	3	27*	-12	-4.1	-8	19	-4	-6	-2
C=CCN1C=C2C(=O)C(C)(OC(=O)c3ccc(OC)cc3)C(=O)C(c3ccco3)=C2C=C1CCCC (centres undefined)	8	-6	12	5.7	6	2	1	-12	7
O=C(O)CNS(=O)(=O)c1ccc(F)cc1	14	7	6	1.1	16	-10	16	-12	2
CC(C)CCNC(=O)NC(=O)COC(=O)c1cc(S(=O)(=O)N2CCOCC2)ccc1N1CCCCC1	9	0	1	3.4	-2	-7	-3	2	-3

Source: PubChem BioAssay
